STAT3 activator: activators of IL-6 induced STAT3 signaling | activation (% of control), % at 5.6 µM | actives 0.91% (n = 190,000) | U3A cells, IL-6 STAT3-luciferase reporter, luminescence; 100% = signal with IL-6 EC80 alone;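 active = activation above the screen-wide mean of compound activation plus 3 SD, cut at about 130% in these data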;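 also: 0% = background luminescence of wells with medium and substrate only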
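Test system: Human STAT1-deficient U3A cells with stable STAT3-luciferase reporter | Also added: Interleukin-6, 33 ng/mL | Timing: Compound pre-incubation 1 h before IL-6, then 6 h stimulation at 37 °C | Technique: Luciferase reporter luminescence | Read-out: Percent of IL-6-only median luminescence | Benchmarks: IL-6-only wells as 100% reference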
NF-kB neuron act: raises NF-kB expression in human neuronal cells; NF-kB reporter expression; hits give high values; fold change at 12.5 µM; actives 1.6% (n = 190,000); AID 1239; in the data active = fold change above about 3.3
Hsp70 act: transcriptional activators of Hsp70; HeLa Hsp70 promoter luciferase reporter, luminescence; scaled: vehicle 0, proteasome-inhibitor control 100%; activation, % at 10 µM; actives 0.04% (n = 200,000); AID 1203;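 active = activation above the mean across all tested compounds plus 3 SD, cutoff set per campaign, cut at about 5.5% in these data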;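 also: 100% = MG132 at 30 µM as the positive control and 0% = DMSO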
APP 5'UTR act: APP 5'UTR luciferase reporter activation | SH-SY5Y APP 5'UTR luciferase reporter, luminescence; zero percent = DMSO vehicle wells | actives 1% (n = 190,000) | activation, % at 2 µM;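 active = activation above a set limit, based on mean plus 3 SD of controls, cut at about 140% in these data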; also: values of inactives mirror those of a sister screen read the other way
RAM network inh: blocks the yeast RAM network. inhibition, % at 50 µM. actives 1.8% (n = 190,000). S. cerevisiae dse1pr::URA3 reporter, 5-FOA growth OD615, 2 d; analog-sensitive cbk1-as2 kinase mutant strain. AID 868;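 active = inhibition above a set limit, 3 SD over mean compound inhibition, cut at about 8.4% in these data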;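 also: 0% = DMSO-only wells with no growth and 100% = 10 µM 1-NA-PP1 full growth; inhibition rescues growth on 5-FOA so higher OD means more RAM inhibition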
STAT1 blocker: inhibitors of IFN-gamma induced STAT1 signaling. actives 0.35% (n = 200,000). NIH 3T3 STAT1-luciferase reporter, luminescence. inhibition, % at 5.5 µM. AID 920;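 active = inhibition above a set limit, the mean inhibition across all tested compounds plus 3 SD, cut at about 34% in these data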;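 also: 0% = IFN-gamma with DMSO and 100% = IFN-gamma with 300 µM nifuroxazide; values of inactives mirror those of a sister screen read the other way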
STAT3 blocker: inhibitors of IL-6 induced STAT3 signaling | U3A cells, IL-6 STAT3-luciferase reporter, luminescence; host cell line lacks STAT1 | inhibition, % at 5.5 µM | actives 0.89% (n = 190,000) | AID 862;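 active = inhibition above the mean inhibition across all screened compounds plus 3 SD, cut at about 44% in these data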;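 also: 0% = DMSO only wells and 100% = 100 µM nifuroxazide control wells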
APP transl inh: APP translation inhibition; AID 1285; actives 0.82% (n = 190,000); SH-SY5Y APP 5'UTR-luciferase reporter, luminescence; inhibition, % at 2 µM;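 active = inhibition above a set limit, derived from the sample mean plus 3 SD, cut at about 45% in these data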; also: values of inactives mirror those of a sister screen read the other way
FLuc inhib CS: inhibits firefly luciferase, flagging false hits in luciferase inhibition screens; ATPLite firefly luciferase biochemical luminescence, 10 min; inhibition, % at 10 µM; actives 1.5% (n = 200,000);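 active = inhibition above about 50% when tested at 10 µM, limit read from the data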
Target sequence (P08659 whole entry, looked up): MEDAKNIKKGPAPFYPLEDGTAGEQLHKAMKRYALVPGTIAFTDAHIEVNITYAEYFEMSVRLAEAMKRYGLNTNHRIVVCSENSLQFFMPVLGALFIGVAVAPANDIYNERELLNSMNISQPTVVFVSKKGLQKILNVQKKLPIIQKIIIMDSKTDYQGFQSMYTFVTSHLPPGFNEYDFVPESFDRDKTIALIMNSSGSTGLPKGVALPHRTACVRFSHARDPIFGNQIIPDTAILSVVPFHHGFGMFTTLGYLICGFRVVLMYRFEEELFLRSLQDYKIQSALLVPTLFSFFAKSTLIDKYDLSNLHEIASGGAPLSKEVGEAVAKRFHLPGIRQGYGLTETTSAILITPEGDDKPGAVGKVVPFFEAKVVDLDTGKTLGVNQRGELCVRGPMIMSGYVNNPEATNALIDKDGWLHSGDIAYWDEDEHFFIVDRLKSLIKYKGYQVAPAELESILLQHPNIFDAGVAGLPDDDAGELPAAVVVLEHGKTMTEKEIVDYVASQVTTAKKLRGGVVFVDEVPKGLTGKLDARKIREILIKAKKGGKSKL
STAT1 activator: STAT1 signaling activation; activation (% of control), % at 5.5 µM; actives 2.6% (n = 200,000); AID 932; NIH 3T3 STAT1-luciferase reporter, IFN-gamma, luminescence; 100% = IFN-gamma alone, no compound;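 active = activation above the screen-wide mean activation plus 3 SD, cut at about 130% in these data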;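 also: raw ratio to IFN-gamma control signal so 100% means no change and 0% no light; values of inactives mirror those of a sister screen read the other way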
Numbers without * were called inactive; nt = not tested or not shown. Outcome played no part in choosing rows, and some 7.7% of all compounds hit somewhere here.

SMILES | STAT3 activator | NF-kB neuron act | Hsp70 act | APP 5'UTR act | RAM network inh | STAT1 blocker | STAT3 blocker | APP transl inh | FLuc inhib CS | STAT1 activator
COCCCNC(=O)Cn1nnc(-c2ccccc2NC(=O)c2ccccc2F)n1 | 94 | nt | -0.3 | 21 | nt | 4 | 14 | -21 | -4 | 96
COC(=O)c1cc(OC)nc2c1c(=O)n(C)c(=O)n2C | 103 | 1.2 | -0.3 | 3 | 1.8 | -1 | 0 | -3 | 2 | 101
CCOc1ccccc1C(=O)NC1CCN(Cc2nnnn2C2CCCC2)CC1 | 97 | 0.82 | -0.4 | 15 | -1.3 | 5 | 11 | -15 | -7 | 95
Cc1ccccc1Nc1nnc(SCC(=O)Nc2ccccc2[N+](=O)[O-])s1 | 126 | 0.81 | -0.3 | 13 | 8.7* | -8 | -26 | -13 | 0 | 107
CCOC(=O)NC1(C(F)(F)F)C(=O)N(Cc2ccccc2)C2=C1C(=O)CC(C)(C)C2 (stereo unspecified) | 102 | 1.1 | -0.1 | 7 | -0.3 | -6 | 2 | -7 | -7 | 105
O=C(COC(=O)CSc1nnc(-c2ccc(Cl)cc2)o1)NCc1ccc2c(c1)OCO2 | 95 | 1.3 | -0.3 | -6 | 3.4 | -21 | 5 | 6 | 1 | 119
CCc1ccc(NC(=O)C(=O)NCC2CCCO2)cc1 (stereo unspecified) | 93 | 2.5 | -0.1 | 114 | 0.9 | -34 | 11 | -114 | 31 | 131*
COc1ccc(C(=O)CSc2ncn[nH]2)cc1OC | 116 | 1.1 | 2.1 | -1 | 0.1 | -9 | -12 | 1 | -3 | 108
CCOc1ncccc1C(=O)NCc1ccccc1Cl | 114 | 1.1 | -0.4 | 24 | 2.5 | -3 | -11 | -24 | -7 | 102
C/C(Cl)=C/Cn1c(NCCCn2ccnc2)nc2c1c(=O)[nH]c(=O)n2C | 103 | 0.86 | -0.2 | -5 | -0.7 | 6 | 1 | 5 | -8 | 94
CCNS(=O)(=O)c1cc(OC)c(Cl)cc1OC | 98 | 1.1 | -0.1 | 9 | -0.2 | -1 | 5 | -9 | -7 | 100
COc1ccccc1NC(=O)CN1CCC(n2c(C)nc3cc(F)ccc32)CC1 | 93 | 0.83 | -0.4 | -6 | 0.7 | 0 | 10 | 6 | -3 | 100
CC1=C(C(=O)OC(C)C)C(c2cccs2)C(C(=O)OC(C)C)=C(C)N1 | 95 | 0.74 | -0.4 | 6 | 3.4 | 4 | 7 | -6 | -2 | 97
O=C(Oc1ccc(/C=N/O)cc1)c1ccccc1 | 109 | 0.97 | -0.1 | 3 | -0.1 | -6 | -2 | -3 | 19 | 106
CCC(C)NC(=O)Cn1c(COc2ccc(Cl)cc2Cl)nc2ccccc21 (stereo unspecified) | 105 | 1.9 | 0.0 | 88 | 2.3 | -23 | -8 | -88 | 5 | 121
S=C(NCCN1CCCCC1)Nc1ccccc1 | 105 | 0.98 | -0.3 | 5 | 0.1 | -5 | -2 | -5 | -5 | 103
CSc1ccccc1C(=O)N1CCOCC1 | 110 | 1.2 | -0.2 | 29 | 1.7 | 2 | -8 | -29 | -6 | 99
O=[N+]([O-])c1ccc(Cl)c(/C=N/n2c(-c3cccnc3)n[nH]c2=S)c1 | 100 | 1.3 | -0.1 | -8 | -0.4 | 4 | -1 | 8 | 8 | 96
CCCCNC(=O)c1ccc2c(=O)n(CCCOCC)c(=S)[nH]c2c1 | 102 | 1 | -0.2 | -6 | 3.5 | 9 | 2 | 6 | -2 | 91
CS(=O)(=O)N(CCc1ccccc1)CC(=O)NCc1ccncc1 | 94 | 1.1 | -0.3 | 9 | 2.4 | -5 | 8 | -9 | -4 | 104
COc1ccc2c(=O)c(-c3ccc4c(c3)OCO4)coc2c1 | 52 | 4.3* | -0.2 | 192* | 4.0 | -70 | 55* | -192 | 66* | 164*
COc1ccc(CNC(=O)CCCn2c(SCC#N)nc3cc4c(cc3c2=O)OCO4)cc1 | 103 | 1.1 | -0.3 | 7 | 3.4 | -3 | 6 | -7 | -5 | 102
COc1ccc(/C=C/C(=O)O)cc1S(=O)(=O)N1CCCc2ccccc21 | 107 | 0.63 | 0.3 | -11 | 2.1 | -4 | -6 | 11 | -4 | 102
O=C1NC(=Nc2ccccc2)c2c1cccc2[N+](=O)[O-] | 91 | 1.5 | -0.1 | 14 | -0.8 | 8 | 10 | -14 | -3 | 92
COc1ccc(N2CCN(Cc3nc4c(c(=O)n(C)c(=O)n4C)n3C(C)C(C)=O)CC2)cc1 (stereo unspecified) | 99 | 1.1 | -0.1 | 17 | 0.5 | -5 | 5 | -17 | -2 | 105

Reformatted comma-delimited: part of the list above.
Structure,STAT3 activator,NF-kB neuron act,Hsp70 act,APP 5'UTR act,RAM network inh,STAT1 blocker,STAT3 blocker,APP transl inh,FLuc inhib CS,STAT1 activator
CSc1ccccc1C(=O)N1CCOCC1,110,1.2,-0.2,29,1.7,2,-8,-29,-6,99
O=[N+]([O-])c1ccc(Cl)c(/C=N/n2c(-c3cccnc3)n[nH]c2=S)c1,100,1.3,-0.1,-8,-0.4,4,-1,8,8,96
CCCCNC(=O)c1ccc2c(=O)n(CCCOCC)c(=S)[nH]c2c1,102,1,-0.2,-6,3.5,9,2,6,-2,91
CS(=O)(=O)N(CCc1ccccc1)CC(=O)NCc1ccncc1,94,1.1,-0.3,9,2.4,-5,8,-9,-4,104
COc1ccc2c(=O)c(-c3ccc4c(c3)OCO4)coc2c1,52,4.3*,-0.2,192*,4.0,-70,55*,-192,66*,164*
COc1ccc(CNC(=O)CCCn2c(SCC#N)nc3cc4c(cc3c2=O)OCO4)cc1,103,1.1,-0.3,7,3.4,-3,6,-7,-5,102
COc1ccc(/C=C/C(=O)O)cc1S(=O)(=O)N1CCCc2ccccc21,107,0.63,0.3,-11,2.1,-4,-6,11,-4,102
O=C1NC(=Nc2ccccc2)c2c1cccc2[N+](=O)[O-],91,1.5,-0.1,14,-0.8,8,10,-14,-3,92
COc1ccc(N2CCN(Cc3nc4c(c(=O)n(C)c(=O)n4C)n3C(C)C(C)=O)CC2)cc1 (stereo unspecified),99,1.1,-0.1,17,0.5,-5,5,-17,-2,105

Following part:
SMILES | STAT3 activator | NF-kB neuron act | Hsp70 act | APP 5'UTR act | RAM network inh | STAT1 blocker | STAT3 blocker | APP transl inh | FLuc inhib CS | STAT1 activator
Cc1ccc(-n2nc3c(c2NC(=O)c2ccccc2Br)CS(=O)C3)cc1 (stereo unspecified) | 100 | 1 | -0.3 | -1 | 0.9 | 6 | 5 | 1 | -4 | 95
Fc1ccc(-c2nnc(CN3CCC(c4nc5ccccc5s4)CC3)o2)cc1 | 102 | 0.81 | -0.1 | -20 | 0.7 | 12 | 4 | 20 | -4 | 90
COc1ccc(N2C(=O)CC(N3CCN(C4CCc5ccccc5C4)CC3)C2=O)cc1 (stereo unspecified) | 98 | 0.96 | -0.3 | 14 | 1.5 | 10 | 4 | -14 | -5 | 86
O=C(Nc1ccc(N2CCOCC2)cc1)C1(S(=O)(=O)c2ccccc2)CC1 | 102 | 1.1 | 0.4 | 57 | 1.6 | -13 | 4 | -26 | -1 | 111
O=C(CSCc1nc2c(nnn2Cc2ccc(F)cc2)c(=O)[nH]1)Nc1c(Cl)cc(Cl)cc1Cl | 102 | 1.1 | 0.6 | -8 | 1.4 | -4 | 4 | 8 | -4 | 104
CCC(=O)N1CCN(c2nc(C)nc3sc(C)c(C)c23)CC1 | 103 | 1.2 | -0.4 | 2 | -0.9 | 0 | 2 | -2 | -5 | 100
O=C1NC2(CCCCC2)Oc2ccccc21 | 104 | 0.95 | 0.1 | -5 | 1.1 | 1 | -2 | 4 | -2 | 99
O=C1c2cccc3cccc(c23)C(=O)N1CCc1ccccc1 | 147* | 1.7 | -0.1 | 100 | 1.9 | -26 | -36 | -100 | 7 | 123
CC1=C(C#N)C(NC(=O)c2ccco2)(C(F)(F)F)C(=O)N1 (stereo unspecified) | 102 | 1.1 | -0.1 | -3 | 2.1 | 7 | 0 | 3 | 2 | 93
CCOC(=O)C1=C(C)NC(=O)NC1c1ccccc1OCc1c(F)cccc1Cl (stereo unspecified) | 96 | 0.78 | -0.6 | 4 | 2.3 | 1 | 10 | -4 | -4 | 99
Cc1cc(C)c(NC(=O)c2ccccc2N(C)S(C)(=O)=O)c(C)c1 | 99 | 1.1 | -0.2 | -9 | -0.8 | -5 | 1 | 9 | -5 | 104
O=C(COC(=O)CCc1ccc(S(=O)(=O)N2CCOCC2)cc1)NCc1ccc(Cl)cc1 | 85 | 1.4 | -0.5 | 13 | -0.1 | 3 | 24 | -13 | -5 | 96
O=C1CCC(=O)N1CCCCCc1nc(-c2ccccc2)no1 | 104 | 1.6 | 0.2 | 28 | -1.0 | -9 | -1 | -28 | -6 | 109
CCCc1nc(N2CCN(C)CC2)c2sc(=S)n(-c3ccccc3)c2n1 | 99 | 1.2 | -0.4 | -25 | 2.6 | 8 | 2 | 25 | -4 | 93
Cc1cccc(C)c1-n1nnnc1C1(Nc2ccccc2)CCCCC1 | 104 | 0.95 | -0.2 | 12 | 4.4 | 5 | 3 | -12 | -5 | 95
CCOc1cc(CN2CCCC(C(=O)c3cccc(C(F)(F)F)c3)C2)ccc1O (stereo unspecified) | 104 | 0.98 | 0.1 | 23 | 0.7 | 9 | 2 | -23 | -2 | 90
CC1CCCC(NC(=S)NC(=O)c2cncc(Br)c2)C1C (stereo unspecified) | 106 | 1.2 | -0.2 | 8 | 2.1 | 1 | -7 | -8 | -6 | 99
C=CCn1c(SCC(=O)c2c(N)n(C)c(=O)n(C)c2=O)nnc1-c1ccncc1 | 95 | 1.3 | -0.1 | -24 | 1.1 | 1 | 8 | 24 | 0 | 99
Cc1ccc(Cl)cc1NC(=S)N(CCN(C)C)Cc1cccs1 | 96 | 0.72 | -0.2 | 17 | 3.1 | 3 | 11 | -17 | -8 | 96
O=C(O)C(=O)/C(=C\c1cccc2ccccc12)c1ccc2ccccc2n1 | 126 | 1.1 | -0.2 | 0 | 1.9 | 8 | -29 | 0 | -5 | 91
CCCNC(=O)Cn1nc([N+](=O)[O-])c([N+](=O)[O-])c1C | 98 | 0.99 | -0.1 | 5 | 1.2 | 16 | 2 | -5 | 0 | 86
O=C(CS(=O)(=O)c1ccccc1)Nc1ccc(S(=O)(=O)Nc2ccccn2)cc1 | 99 | 1 | -0.4 | 11 | -1.1 | -1 | 4 | -11 | -4 | 99
CCOC(=O)C1(Cc2ccccc2Cl)CCN(S(C)(=O)=O)CC1 | 98 | 1.2 | -0.2 | -1 | 1.4 | -4 | 7 | 1 | -8 | 103
CN1CCN(c2ccc(NC(=O)c3ccc(C#N)cc3F)cc2Cl)CC1 | 100 | 1.2 | -0.1 | 19 | -0.4 | -14 | 6 | -19 | -3 | 110
